Growth percent in the NCI-60 one-dose screen (48 h, 10 µM unless noted): 100 = growth as untreated, 0 = no growth, -100 = all killed.
T-47D = T-47D breast cancer; AID 1794792; actives 5% (n = 79,000)
MALME-3M = MALME-3M melanoma | actives 5.8% (n = 78,000) | AID 1794766
HS 578T = HS 578T breast cancer. actives 4.1% (n = 78,000)
BT-549 = BT-549 breast cancer | actives 4.4% (n = 78,000) | AID 1794793
MDA-MB-231 = MDA-MB-231 breast cancer; actives 5% (n = 81,000); AID 1794789
LOX IMVI = LOX IMVI melanoma; AID 1794757; actives 7.4% (n = 79,000)
MCF7 = MCF7 breast cancer; actives 6.3% (n = 82,000); AID 1794796
MDA-MB-468 = MDA-MB-468 breast cancer; actives 8.5% (n = 78,000)
An asterisk follows results filed as active; . = not tested or not shown; & = joins results of further samples; [ ] = dose if it differs, or a comment. How the source made its calls: active means growth percent below 10; inactive means the rest.

SMILES	T-47D	MALME-3M	HS 578T	BT-549	MDA-MB-231	LOX IMVI	MCF7	MDA-MB-468
O=C(c1cccc(F)c1)n1ccc2cc(NC(=S)Nc3ccc([N+](=O)[O-])cc3)ccc21	95	90	109	81	108	100	90	67
Nc1ncc(-c2ccc3ncnc(Nc4cccc(Cl)c4)c3c2)cn1	-20*	40	16	46	42	45	24	-26*
C/C(=C(/c1ccccc1)c1ccc(N2C(=O)c3cccc4c(N5CCOCC5)ccc(c34)C2=O)cc1)c1ccccc1	47	61	63	100	36	44	69	30
COc1ccc(-c2cs/c(=N\N=C\c3ccc(F)c(OC)c3)n2-c2ccccc2)cc1	60	80	90	90	72	94	70	90
COc1ccc(C2CC(c3ccc(Nc4ccnc5cc(Cl)ccc45)cc3)=NN2C=O)cc1 (stereo unspecified)	51	62	69	64	79	20	40	9.9*
O=C1C=C[C@H](O)[C@@]2(CO)O[C@@H]12	94	78	100	.	105	67	43	54
CCN(CC)c1ccc(/C=C/c2cc(C)c3ccccc3n2)cc1	44	59	94	93	42	52	21	1.0*
CN(C)c1ccnc2c1ccn2C(=O)NS(=O)(=O)c1ccccc1	106	97	115	94	121	105	104	109
CCN(CC)CCCNc1cc(OC)cc2nc3ccccc3nc12	78	89	87	.	66	60	50	66
O=C(/C=C/c1cccc([N+](=O)[O-])c1)c1ccc(O)c(CN2CCN(c3cc4c(cc3F)c(=O)c(C(=O)O)cn4C3CC3)CC2)c1	11	78	52	6.0*	54	-93*	1.9*	-24*
Oc1ccccc1/C=N/c1nc2cc(Cl)ccc2s1	78	106	93	92	98	93	92	104
S=c1nn[nH]n1C1CCCCC1	124	96	96	125	116	111	101	125
Cc1ccc(/C(CS(=O)(=O)c2ccc(C)cc2)=N\O)cc1	103	116	113	.	103	102	91	.
CC(C)(C)C1CCC(=NO)CC1 (stereo unspecified)	97	103	102	115	104	100	84	94
Cc1cccc2c(=O)n(C(=O)c3ccccc3)c(N)nc12	80	91	96	105	79	88	70	94
Fc1ccccc1Cc1ccccc1	96	86	120	107	116	99	96	95
O=C(Nc1ccccc1)c1ccc2c(c1)nc(-c1ccccc1)n2C1CCCCC1	99	97	105	112	108	92	91	111
COc1ccc(-c2cc(-c3cccnc3)nc(OCC(=O)c3ccc(Cl)cc3)c2C#N)cc1OC	100	97	108	84	106	104	101	.
O=C(C[n+]1cccc(Br)c1)c1ccc(I)cc1	89	108	98	95	98	95	93	112
Cc1ccc(S(=O)(=O)Nc2ccc3cc([N+](=O)[O-])ccc3c2[N+](=O)[O-])cc1	98&65	91&63	95&77	96&92	95&99	97&82	97&90	89&54

Among those listed so far, 3 contain a nitro group on carbon:
SMILES	T-47D	MALME-3M	HS 578T	BT-549	MDA-MB-231	LOX IMVI	MCF7	MDA-MB-468
O=C(c1cccc(F)c1)n1ccc2cc(NC(=S)Nc3ccc([N+](=O)[O-])cc3)ccc21	95	90	109	81	108	100	90	67
O=C(/C=C/c1cccc([N+](=O)[O-])c1)c1ccc(O)c(CN2CCN(c3cc4c(cc3F)c(=O)c(C(=O)O)cn4C3CC3)CC2)c1	11	78	52	6.0*	54	-93*	1.9*	-24*
Cc1ccc(S(=O)(=O)Nc2ccc3cc([N+](=O)[O-])ccc3c2[N+](=O)[O-])cc1	98&65	91&63	95&77	96&92	95&99	97&82	97&90	89&54

14 successive compounds from above, for reference:
SMILES	T-47D	MALME-3M	HS 578T	BT-549	MDA-MB-231	LOX IMVI	MCF7	MDA-MB-468
CCN(CC)c1ccc(/C=C/c2cc(C)c3ccccc3n2)cc1	44	59	94	93	42	52	21	1.0*
CN(C)c1ccnc2c1ccn2C(=O)NS(=O)(=O)c1ccccc1	106	97	115	94	121	105	104	109
CCN(CC)CCCNc1cc(OC)cc2nc3ccccc3nc12	78	89	87	.	66	60	50	66
O=C(/C=C/c1cccc([N+](=O)[O-])c1)c1ccc(O)c(CN2CCN(c3cc4c(cc3F)c(=O)c(C(=O)O)cn4C3CC3)CC2)c1	11	78	52	6.0*	54	-93*	1.9*	-24*
Oc1ccccc1/C=N/c1nc2cc(Cl)ccc2s1	78	106	93	92	98	93	92	104
S=c1nn[nH]n1C1CCCCC1	124	96	96	125	116	111	101	125
Cc1ccc(/C(CS(=O)(=O)c2ccc(C)cc2)=N\O)cc1	103	116	113	.	103	102	91	.
CC(C)(C)C1CCC(=NO)CC1 (stereo unspecified)	97	103	102	115	104	100	84	94
Cc1cccc2c(=O)n(C(=O)c3ccccc3)c(N)nc12	80	91	96	105	79	88	70	94
Fc1ccccc1Cc1ccccc1	96	86	120	107	116	99	96	95
O=C(Nc1ccccc1)c1ccc2c(c1)nc(-c1ccccc1)n2C1CCCCC1	99	97	105	112	108	92	91	111
COc1ccc(-c2cc(-c3cccnc3)nc(OCC(=O)c3ccc(Cl)cc3)c2C#N)cc1OC	100	97	108	84	106	104	101	.
O=C(C[n+]1cccc(Br)c1)c1ccc(I)cc1	89	108	98	95	98	95	93	112
Cc1ccc(S(=O)(=O)Nc2ccc3cc([N+](=O)[O-])ccc3c2[N+](=O)[O-])cc1	98&65	91&63	95&77	96&92	95&99	97&82	97&90	89&54

Next records.
SMILES	T-47D	MALME-3M	HS 578T	BT-549	MDA-MB-231	LOX IMVI	MCF7	MDA-MB-468
Cc1nc2ccc(Cl)cn2c1C(=O)NCc1ccc(OCc2cn(Cc3ccc(Br)cc3)nn2)cc1	82	96	97	101	88	89	93	89
COC(=O)c1nc(-c2ccc(C)cc2)oc1N1CCNCC1	94	96	92	100	105	91	94	101
COc1ccc(Nc2nc(SCCC(C)C)nc(-c3ccc(F)cc3)c2C#N)cc1	87	80	91	88	85	86	77	100
O=C(Nc1nc(-c2ccccc2)cs1)c1cc(-c2ccc(Br)cc2)nc2ccccc12	22	112	62	60	58	43	38	35
C/C(=C1/C(=O)Nc2ccccc21)c1ccc(NS(C)(=O)=O)cc1	87	97	106	101	87	104	77	110
NC(=O)CSc1nc(N)nc2nc[nH]c12	101	91	107	87	115	98	96	123
COc1cc(/C=C/c2cc(/C=C/c3ccc(O)c(OC)c3)n(C(=O)Nc3ccc(F)cc3)n2)ccc1O	31	9.2*	20	-8.3*	34	4.0*	9.5*	-15*
CC(C)[C@@H](C)/C=C/[C@@H](C)[C@H]1CC[C@H]2C3=C[C@@H](O)[C@@]4(O)C[C@@H](O)CC[C@]4(C)[C@@]3(O)CC[C@]12C	63	111	102	91	103	95	85	83
CC12NC(=O)C(C#N)(C(C#N)=C(Cl)N1)C2(C)C (stereo unspecified)	101	95	128	102	104	103	99	101
CC(C)(C)NC(=O)C(c1c[nH]c2ccccc12)N(Cc1ccccc1)C(=O)c1ccccc1C(=O)NCc1ccco1 (stereo unspecified)	76	111	76	95	59	87	87	84
C/C(=N\NC(=O)CSc1nc2ccccc2c(=O)n1CCc1ccc(S(N)(=O)=O)cc1)c1ccccc1Cl	75	97	91	72	76	91	91	97
C=C1CC[C@@H]2[C@](C)(COC(C)=O)[C@H](OC(C)=O)CC[C@@]2(C)[C@@H]1CC(Nc1ccc(S(=O)(=O)Nc2ncccn2)cc1)C1=CCOC1=O (stereo partly specified)	42	-4.9*	51	-32*	-1.0*	-80*	-20*	-54*
FC(F)(F)c1ccc(-c2ncc(-c3ccc(C(F)(F)F)cc3)c(NCc3cc(C(F)(F)F)cc(C(F)(F)F)c3)n2)cc1	28	75	72	79	73	22	55	.
CCOC(=O)/C=C(C)/C=C/c1ccccc1	98	97	102	99	104	101	95	92
COc1ccc2[nH]cc(/C=N/Nc3ccc(Br)cn3)c2c1	22	64	26	-2.7*	6.3*	7.7*	3.7*	-41*
CCCCNCCOC(=O)c1ccc([N+](=O)[O-])cc1	106	116	102	110	91	94	111	.
Cc1sc2c(c1C)c(=O)nc1c(-c3nc(-c4ccccc4)cs3)n[nH]n12	84	98	93	110	93	96	91	116
C#C[C@]1(O)CC[C@H]2[C@@H]3CC=C4c5sc(-c6ccc(Cl)cc6)nc5CC[C@]4(C)[C@H]3CC[C@@]21C	95	.	101	98	100	95	90	103
CCOc1ccc(NC(N)=S)cc1	100	109	103	90	107	100	100	101
O=C(NCc1ccc(Cl)cc1Cl)C1CCC(=O)N1c1ccsc1 (stereo unspecified)	87	101	108	96	106	94	92	107
Cn1c(Cl)cc2c1-c1oncc1CCC2	99	88	96	107	111	97	88	91
COCn1ccnc1C(=O)c1ccco1	99	114	109	101	105	97	98	98
N#C/C(=C/c1ccc(Cl)cc1)c1[nH]n2cc(-c3ccccc3)nc2c1C#N	87	98	109	104	86	98	85	100
COc1c2occc2cc2ccc(=O)oc12	98	144	108	101	96	107	90	107
CC(C)c1ccc(C(=O)C2CC2)cc1	91	97	.	104	122	98	98	110
C#CCN1C(=O)c2ccccc2N(CC#C)C12CCN(Cc1cn(Cc3nc4ccccc4c(=O)[nH]3)nn1)CC2	101	83	94	102	91	100	78	102
CN1CCC2CC1c1cc(-c3ccc(C(F)(F)F)cc3)ccc12 (stereo unspecified)	81	98	69	93	63	85	81	.
COc1ccc(-c2[nH]nc3c2C(c2cn[nH]c2-c2ccc(F)cc2)C(C#N)=C(N)O3)cc1OC (stereo unspecified)	98	99	100	105	102	102	88	104
COc1ccc(/C=C/C(=O)c2ccc(-c3cc4ccccc4oc3=O)nc2C)cc1OC	103	104	109	115	109	99	88	115
COc1ccc(C2Nc3ccccc3-n3cccc32)cc1 (stereo unspecified)	84	100	93	97	79	97	96	108
CC1(C)CC[C@]2(C(=O)O)CC[C@]3(C)C(=CCC4[C@@]5(C)C[C@@H](O)[C@@H]6OC(c7cccc(Cl)c7)OC[C@@]6(C)C5CC[C@]43C)C2C1 (stereo partly specified)	92	87	103	82	83	59	80	82
Cc1ccc(Nc2cccc3c2C(=O)c2cccc(Nc4ccc(C)c(S(=O)(=O)O)c4)c2C3=O)cc1S(=O)(=O)O	98	119	94	.	112	90	87	93
O=C(NCCCNc1cc(-c2cn(-c3ccccc3)nc2-c2cccc(O)c2)ccn1)c1cccc(O)c1	8.1*	64	34	38	43	54	47	29
CCOC(=O)c1c(C(=O)c2cn(C)c3ccc(Cl)cc23)c(-c2cn(C)c3ccc(Cl)cc23)n(NC(=O)OC(C)(C)C)c1C	87[100 µM]	141[100 µM]	88[100 µM]	84[100 µM]	38[100 µM]	77[100 µM]	67[100 µM]	87[100 µM]
CC(C)Cn1c2c(c(=S)[nH]c1=O)CCC2	111	103	102	108	101	101	109	112
Cc1cc(C)c2nc(Nc3nc(C)c(C)c(=O)[nH]3)nc(C)c2c1	19	-6.5*	21	9.7*	28	6.3*	3.1*	-36*
O=C1c2ccccc2-c2c1c1cnccc1c(=O)n2CCCn1ccnc1	31	78	93	75	75	44	26	57
CCCCCOC(=O)c1ccc(NC(=O)CN2CCOCC2)cc1	92	120	117	99	90	92	101	119
CCN1C(=S)N(CC)C2C1N=C(SC)N2/N=C/C=C/c1ccccc1[N+](=O)[O-] (stereo unspecified)	88	94	88	107	90	116	77	100
CCOC(=O)C1=C(C)NC(C)=C(C(=O)OCC)C1c1ccc([N+](=O)[O-])s1	86	104	93	92	94	98	98	91
CCCCNc1nc(SC)nc(-c2cccc([N+](=O)[O-])c2)c1C#N	95	112	100	99	95	96	89	118
COc1ccc(C(OC(=O)c2cccc(Cl)c2)C(=O)NC(C)(C)C)cc1OC (stereo unspecified)	97	92	97	101	107	89	93	91
NS(=O)(=O)c1cc2c(cc1Cl)NC(C(Cl)Cl)NS2(=O)=O (stereo unspecified)	104	107&107	128&124	102&70	108&105	100&99	110&93	108&101
COc1cc(NCC(=O)Nc2cc(Nc3cccc(Cl)c3)ncn2)c(Cl)c(OC)c1Cl	73	100	109	94	92	86	85	107
[N-]=[N+]=NC1CC(n2ccc(=O)[nH]c2=O)OC1COC(c1ccccc1)(c1ccccc1)c1ccccc1 (stereo unspecified)	56	102	98	96	84	.	80	95
O=c1c2ccccc2[nH]c2cc(Cl)ccc12	75	117	105	98	93	94	63	69
CCOC(=O)Cc1ccc(C)cc1	116	97	98	103	95	102	99	96
O=C(Nc1ccc(Cl)c(Cl)c1)C1C(=O)C(=O)N(c2ccc(Cl)c(Cl)c2)C1=O (stereo unspecified)	88	.	111	95	99	68	99	89
CCN(c1ccc(OC)cc1)c1nc(-c2ccc([N+](=O)[O-])cc2)cs1	74	98	93	120	89	92	.	106
O=C1Nc2ccc(Br)cc2C1=Nc1ccc(Cl)c(C(F)(F)F)c1	91	97	101	.	83	90	52	115

Going on with the list.
SMILES	T-47D	MALME-3M	HS 578T	BT-549	MDA-MB-231	LOX IMVI	MCF7	MDA-MB-468
COc1ccc2c(CCCCC(c3ccccc3)c3ccccc3)c3[n+](cc2c1OC)CCc1cc2c(cc1-3)OCO2	-49*	-81*	-20*	-74*	-75*	-100*	-41*	-75*
COc1ccc(CC(O)CNCC(C)C)cc1 (stereo unspecified)	92	96	97	91	110	101	94	91
O=C(O)c1nc(-c2cccc(Cl)c2)nc2ccccc12	104	105	107	106	97	101	87	105
O=C(COc1cccc(O)c1)Nc1ccc2oc(=O)ccc2c1	106	104	97	103	105	101	96	106
CCCCCCCC/C=C/CCCCCCCC1=NC(C)(C)CN1CC(C)O (stereo unspecified)	29	69	3.0*	87	31	-99*	17	47
